Source: PubChem BioAssay
DNMT1 inh – blocks human DNA methyltransferase DNMT1; DNMT1 molecular beacon, Hinp1I cleavage, fluorescence; inhibition (reported as % activation of signal), % at 10 µM; 360,000 compounds, 0.83% hits; AID 588458; in the data active means inhibition above about 50%
Target sequence (P26358 504-1616 limits assumed): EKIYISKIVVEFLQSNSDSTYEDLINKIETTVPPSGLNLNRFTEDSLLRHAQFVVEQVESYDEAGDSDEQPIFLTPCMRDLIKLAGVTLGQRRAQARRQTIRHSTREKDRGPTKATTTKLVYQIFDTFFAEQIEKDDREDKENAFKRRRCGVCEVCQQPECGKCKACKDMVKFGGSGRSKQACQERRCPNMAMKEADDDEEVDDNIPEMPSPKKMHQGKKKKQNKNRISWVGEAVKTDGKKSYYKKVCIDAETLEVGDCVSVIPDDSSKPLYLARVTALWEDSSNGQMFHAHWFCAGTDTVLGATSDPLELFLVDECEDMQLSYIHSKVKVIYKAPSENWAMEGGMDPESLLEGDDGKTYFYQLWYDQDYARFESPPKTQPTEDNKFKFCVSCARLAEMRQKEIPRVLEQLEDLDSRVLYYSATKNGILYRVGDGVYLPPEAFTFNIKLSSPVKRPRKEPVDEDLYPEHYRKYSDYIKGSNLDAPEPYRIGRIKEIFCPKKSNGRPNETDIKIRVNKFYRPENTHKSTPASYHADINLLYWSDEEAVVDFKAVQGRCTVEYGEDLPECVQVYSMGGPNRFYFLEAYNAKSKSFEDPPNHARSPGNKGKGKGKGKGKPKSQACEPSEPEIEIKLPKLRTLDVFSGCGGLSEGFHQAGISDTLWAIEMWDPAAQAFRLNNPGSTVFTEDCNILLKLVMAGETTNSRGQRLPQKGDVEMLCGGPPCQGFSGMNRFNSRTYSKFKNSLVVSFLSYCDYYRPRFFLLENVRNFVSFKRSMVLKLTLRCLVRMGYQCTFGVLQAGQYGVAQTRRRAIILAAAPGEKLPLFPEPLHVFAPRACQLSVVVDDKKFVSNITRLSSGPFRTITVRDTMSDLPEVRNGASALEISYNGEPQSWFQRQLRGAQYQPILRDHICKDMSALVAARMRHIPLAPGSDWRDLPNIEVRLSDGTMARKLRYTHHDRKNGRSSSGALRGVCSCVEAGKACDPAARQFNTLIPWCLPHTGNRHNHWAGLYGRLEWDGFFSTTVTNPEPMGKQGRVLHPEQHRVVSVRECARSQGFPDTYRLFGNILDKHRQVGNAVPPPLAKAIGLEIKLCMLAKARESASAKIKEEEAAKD
NadD inh – blocks S. aureus nicotinate mononucleotide adenylyltransferase | purified NadD enzyme, colorimetric absorbance read-out | inhibition, % at 20 µM | 360,000 compounds, 0.78% hits | AID 602399; in the data active means inhibition above about 26%; further: some compounds past the cut are filed as inactive
LMPTP block – blocks human LMPTP phosphatase. recombinant LMPTP-A, OMFP fluorogenic substrate, fluorescence intensity. inhibition, % at 20 µM. 360,000 compounds, 0.22% hits;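 active means compounds that cut the enzyme signal by at least half of the control window in the single-dose screen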;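 further: plate controls were DMSO wells with enzyme plus substrate for no effect and substrate without enzyme for full effect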
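Assay system: LMPTP-A enzyme. Input: 0.625 nM LMPTP-A final. Probe or stimulus: 400 µM OMFP. Compound dosing: single 20 µM dose. Schedule: 50 min dark incubation at room temperature. Detection: fluorescence intensity of OMFP turnover product. Read-out: percent inhibition versus substrate-only and uninhibited controls. Benchmarks: no-enzyme low control, uninhibited high control.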
CSN inh – blocks human CSN-mediated cullin deneddylation; Q92905; Purified CSN, SCF-Nedd8-OG deneddylation, fluorescence polarization; 360,000 compounds, 0.38% hits; inhibition, % at 12.5 µM;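 active means pattern-corrected inhibition above about 35%, with an unprinted fluorescence ratio check between 0.5 and 1.5, limit read from the data, passing the limit was not always enough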;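 further: 0% = enzyme with substrate and 100% = substrate without enzyme; some results filed as inactive read as strong as hits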
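Test system: purified human Csn5 enzyme expressed in HEK293T cells. Amount: 0.24 nM enzyme. Reagent: SCFSkp2-Nedd8OG substrate at 10 nM final. Schedule: 90 min incubation of compound, enzyme and substrate at room temperature. Detection: fluorescence polarization. Read-out: % inhibition of substrate cleavage by Csn5.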
STEP block – STEP (human) phosphatase inhibition; P54829; recombinant STEP, OMFP fluorogenic substrate, fluorescence; inhibition, % at 20 µM; 360,000 compounds, 0.25% hits; AID 588621;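 active means inhibition at 20 µM, scaled per plate between control wells, above about 37%, limit read from the data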;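 further: 0% = DMSO with enzyme and substrate and 100% = substrate only without enzyme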
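Test system: STEP tyrosine phosphatase / Reagent: OMFP at 25 µM / Doses: 20 µM, 1% DMSO / Read-out: percent inhibition scaled to no-enzyme and uninhibited-enzyme controls, plate-pattern corrected / Detection: FITC-channel fluorescence of OMFP product / Medium: Bis-Tris buffer pH 6.0, 2.5 mM DTT, 0.005% Tween 20 / Schedule: 20 min at room temperature, dark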
Scp-1 inhibitor – Scp-1 (human) phosphatase inhibition | inhibition, % at 20 µM | AID 493091 | Q9GZU7 | 340,000 compounds, 0.88% hits | Recombinant Scp1, phosphopeptide, malachite green phosphate absorbance;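 active means inhibition above about 50% at 20 µM, limit read from the data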;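 further: plate controls were DMSO wells with enzyme for no effect and wells lacking enzyme for full effect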
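Test system: SCP-1 catalytic domain; Buffer or medium: Acidic Tris acetate buffer with magnesium and detergent; Also added: Phosphorylated 17-residue peptide substrate; Compound: single 20 µM dose, 1% DMSO; Schedule: enzyme reaction 45 min at room temperature, colour 5 min, stabilisation 30 min; Signal: Phosphate-binding colour reagent, absorbance read at 630 nm.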
Rin1 Abl inh – inhibitors of human Rin1-Abl protein interaction; P00519+Q13671; TR-FRET Rin1/Abl binding, biochemical; inhibition, % at 7.35 µM; 360,000 compounds, 0.4% hits; in the data active means inhibition above about 5%, passing the limit was not always enough
SUMO1 PPI mod – modulators of human SUMO1-mediated protein-protein interactions. P63165. SUMO1 binding to a labelled peptide, TR-FRET, 1 h. inhibition, % at 20 µM. 360,000 compounds, 0.33% hits; in the data active means inhibition above about 37%
Rpn11 inh – blocks the human proteasome subunit Rpn11 | human 26S proteasome, Ub4-pepOG fluorescence polarization; 20S core pre-blocked with epoxomicin | O00487 | AID 588493 | 360,000 compounds, 0.59% hits | calls only at 20 µM;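 active means inhibition at 20 µM, scaled to each plate's controls, above about 33%, limit read from the data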
Neddyl block – inhibitors of human cullin neddylation; AID 651699; P61081+Q13564; calls only at 25 µM; 360,000 compounds, 0.58% hits; TR-FRET cullin neddylation, biochemical; in the data active means inhibition above about 36%
* = called active by the depositor; i = inactive; x = not tested or not shown.

item | Molecule | DNMT1 inh | NadD inh | LMPTP block | CSN inh | STEP block | Scp-1 inhibitor | Rin1 Abl inh | SUMO1 PPI mod | Rpn11 inh | Neddyl block
1 | CC(C)CC(=O)Nc1nnc(S(=O)(=O)N2CCc3ccccc32)s1 | 1 | 4 | -1.3 | 0 | 2 | 10 | 2 | 1 | i | i
2 | Cc1ccc(/C=N/NC(=O)c2cccs2)s1 | 0 | -4 | -0.3 | 3 | -2 | -3 | 5 | -17 | i | i
3 | O=C(Nc1cccc2c1[nH]c(=O)c1ccccc12)C(F)(F)F | 4 | -2 | -1.7 | 0 | -1 | x | 0 | 9 | i | i
4 | CCOC(=O)c1sc2nc(CSCC(=O)OCc3ccc(C(=O)OC)o3)[nH]c(=O)c2c1C | -8 | -1 | 0.7 | 5 | 0 | -5 | -6 | 6 | i | i
5 | O=C(/C=C\Nc1cccc(F)c1)c1cccs1 | -6 | 1 | 1.9 | -3 | 0 | -12 | -2 | -16 | i | i
6 | CN(C1CCCCC1)S(=O)(=O)c1ccc(NC(=O)C2CCCCC2C(=O)O)cc1 (centres undefined) | 0 | 1 | -2.9 | 2 | 1 | -1 | 2 | 1 | i | i
7 | O=C(CNc1cccc(S(=O)(=O)N2CCCCC2)c1)Nc1ccccc1F | 0 | -5 | 0.4 | 4 | 1 | -2 | 4 | -3 | i | i
8 | CN(C)C(CNC(=O)CCNC(=O)c1ccccc1Cl)c1ccco1 (centres undefined) | 0 | 3 | -2.0 | -3 | 2 | -8 | -1 | 2 | i | i
9 | COc1ccccc1NC(=O)c1sc(NC(=O)c2ccco2)c(C#N)c1C | -2 | 8 | 3.2 | 2 | 1 | 1 | -1 | -70 | i | i
10 | Cc1cc(NC(=O)Cn2nc(C(F)(F)F)c3c2CCC3)no1 | 6 | -6 | -2.5 | -4 | 3 | -5 | -2 | 2 | i | i
11 | O=C(CCCNC(=O)c1ccc(Cl)cc1)NCc1ccc(F)cc1 | 0 | -7 | 0.5 | -3 | -2 | -10 | 3 | 3 | i | i
12 | Cc1ccc(NC(=O)CC[C@H]2O[C@@H](n3cnc4c(NC(=O)c5ccccc5)ncnc43)[C@H](O)[C@@H]2O)cc1C | 2 | -1 | -0.6 | -5 | -1 | x | 3 | 4 | i | i
13 | Cc1onc(-c2ccccc2Cl)c1C(=O)Nc1ccc(-n2nncc2-c2ccco2)cc1 | -9 | 0 | 2.3 | 2 | -2 | 2 | 0 | 0 | i | i
14 | COc1ccccc1-c1ccc(Nc2cccc(C(C)=O)c2)nn1 | -3 | 0 | -1.0 | -6 | -2 | -4 | 4 | -2 | i | i
15 | COc1ccc(C(=O)N/C(=C/c2ccco2)C(=O)NCc2ccco2)cc1 | 4 | -11 | 0.3 | 10 | 3 | 5 | 2 | -7 | i | i
16 | COc1ccc(NC(=S)N2CCCC2)cc1OC | -1 | -9 | 0.2 | 4 | 0 | -4 | 3 | 0 | i | i
17 | Cc1ccc(Cc2ccc(C(=O)NNC(N)=S)o2)cc1 | -3 | 2 | -0.2 | -15 | 0 | -3 | 6 | -5 | i | i
18 | CC(=O)c1ccc(OCc2ncc(C(F)(F)F)cc2Cl)cc1 | 1 | 1 | 0.9 | 0 | -1 | -9 | 2 | 4 | i | i
19 | NS(=O)(=O)c1ccc(NC(=S)NCc2ccco2)cc1 | -3 | -4 | -0.4 | 0 | 8 | 3 | 6 | -4 | i | i
20 | COc1ccc(C(=O)N/C(=C\c2cn(C)c3ccccc23)C(=O)NCCCn2ccnc2)cc1 | -2 | 3 | 1.2 | 2 | -2 | -9 | -3 | -5 | i | i
21 | CC(=O)c1ccc(NC(=O)CSc2nc(=O)n(CCN3CCOCC3)c3c2CCC3)cc1 | 1 | 1 | 0.0 | 0 | -1 | 1 | 3 | -4 | i | i
22 | O=C(COc1cccc2ccccc12)Nc1ccc(Cl)cc1C(=O)O | 2 | -1 | 0.4 | 9 | 4 | -8 | 1 | 6 | i | i
23 | CN1C(C(=O)NCC2CC2)CC2Cn3c(nc4cc5ccccc5cc43)C21 (centres undefined) | -6 | 0 | -0.1 | 8 | 2 | 1 | -4 | 10 | i | i
24 | CCN(C(=O)COC(=O)/C=C/c1ccc(OC)c(OC)c1)c1c(N)n(Cc2ccccc2)c(=O)[nH]c1=O | 0 | -1 | -0.6 | -11 | -1 | -8 | 0 | -28 | i | i
25 | O=C(CC(c1ccccc1)c1cc(Cl)ccc1O)N1CCCC1 (centres undefined) | -1 | -3 | 1.0 | 2 | -2 | 1 | -1 | 6 | i | i

Reprinted at random: 2 compounds from above.
item | Molecule | DNMT1 inh | NadD inh | LMPTP block | CSN inh | STEP block | Scp-1 inhibitor | Rin1 Abl inh | SUMO1 PPI mod | Rpn11 inh | Neddyl block
23 | CN1C(C(=O)NCC2CC2)CC2Cn3c(nc4cc5ccccc5cc43)C21 (centres undefined) | -6 | 0 | -0.1 | 8 | 2 | 1 | -4 | 10 | i | i
24 | CCN(C(=O)COC(=O)/C=C/c1ccc(OC)c(OC)c1)c1c(N)n(Cc2ccccc2)c(=O)[nH]c1=O | 0 | -1 | -0.6 | -11 | -1 | -8 | 0 | -28 | i | i

Carrying on:
item | Molecule | DNMT1 inh | NadD inh | LMPTP block | CSN inh | STEP block | Scp-1 inhibitor | Rin1 Abl inh | SUMO1 PPI mod | Rpn11 inh | Neddyl block
26 | N#CCOc1ccccc1/C=C/c1nc2ccccc2c(=O)[nH]1 | -4 | -5 | -2.0 | 4 | -1 | 9 | -1 | -19 | i | i
27 | COc1ccccc1CN1CC(C(=O)N(C)Cc2[nH]c3ccccc3c2C)CCC1=O (centres undefined) | 0 | 1 | -0.2 | -1 | -2 | -4 | 0 | -2 | i | i
28 | COc1cc(OC)cc(-c2nc(N)n[nH]2)c1 | -7 | -4 | -0.4 | 3 | 2 | -5 | 0 | 7 | i | i
29 | CN1C(=O)CC(N2CCN(c3ncccn3)CC2)C1=O (centres undefined) | 1 | 2 | -1.2 | 0 | 8 | -7 | 4 | -2 | i | i
30 | CCC(OC(=O)c1cccs1)C(=O)NC1CCCCC1 (centres undefined) | 10 | -5 | -2.3 | -1 | -4 | -4 | 2 | -3 | i | i
31 | CC1CCN(CC(=O)N2CCc3ccccc32)CC1 | -2 | 0 | -1.3 | -1 | 3 | 3 | -3 | 1 | i | i
32 | COc1ccccc1N1CCN(C(=O)c2sc3nc(-c4ccc(F)cc4)cn3c2C)CC1 | 4 | 5 | 2.4 | 6 | -1 | -5 | -5 | 5 | i | i
33 | Cc1cc(OCC(=O)NC(C)(C)C)ccc1Cl | 2 | -3 | -1.3 | 0 | 0 | -4 | 1 | 0 | i | i
34 | Cc1ccc(Nc2nc3ccccc3o2)cc1F | -2 | 5 | 2.4 | 1 | 0 | -12 | -1 | 5 | i | i
35 | C=CCN1C(=O)CN=C1NCc1ccccc1 | 4 | -5 | 0.0 | 0 | -4 | -2 | -1 | -3 | i | i
36 | O=C(c1cc2cc(Br)ccc2o1)N1CCCC1 | 3 | -16 | 0.0 | -6 | 0 | -3 | 0 | -2 | i | i
37 | CCCNC(=O)c1c(O)c2cccc3c2n(c1=O)CCC3 | -14 | -7 | -1.5 | -5 | 0 | -5 | 2 | -10 | i | i
38 | CCCn1c(NC(=O)c2ccccc2)nc2ccccc21 | 0 | -4 | 1.0 | 0 | 7 | 8 | 0 | 3 | i | i
39 | Cc1ccc2[nH]cc(CCNC(=O)Nc3ccccc3)c2c1 | 6 | -6 | -1.0 | 3 | -2 | -11 | 3 | 5 | i | i
40 | CCN(c1ccc(C)c(C)c1)S(=O)(=O)c1ccc2c(c1)CCN2C(=O)CCC(=O)O | -2 | -1 | -0.5 | -2 | 2 | -7 | -3 | 47* | i | i
41 | C/C(=N\NC(=O)COc1cccc(Cl)c1)c1ccc2c(c1)OCCO2 | -3 | -4 | -2.6 | -9 | 7 | 4 | 1 | -2 | i | i
42 | Cc1c(C)c2c(OCC(=O)N3CCC(C(=O)NCC(C)C)CC3)cc3c(c2oc1=O)CCC(C)(C)O3 | 2 | 2 | -0.2 | 2 | -2 | -1 | 1 | -6 | i | x
43 | O=C(Nn1c(SCc2ccc([N+](=O)[O-])cc2)nc2ccccc2c1=O)c1ccc(F)cc1 | -3 | 26 | 3.0 | 2 | -1 | -5 | -2 | 3 | i | i
44 | Cc1ccc(CNC(=O)CCS(=O)(=O)Cc2ccc(C)cc2)cc1 | -1 | -4 | -0.8 | 2 | -1 | 1 | -4 | -2 | i | i
45 | Cn1cc(SCC(=O)Nc2nc3ccccc3s2)c2ccccc21 | 0 | -11 | 0.0 | 2 | -4 | -8 | 7.0* | -1 | i | i
46 | NS(=O)(=O)c1ccc(NC(=S)N2CCN(c3ccccc3)CC2)cc1 | 3 | -4 | -1.5 | -5 | 2 | -4 | -4 | -1 | i | i
47 | O=C(COC(=O)c1cccc(O)c1)c1ccccc1 | -10 | -6 | 0.7 | 5 | -4 | -6 | 4 | 3 | i | i
48 | O=C(CC1Sc2ccccc2NC1=O)NNC(=O)Nc1ccc(Cl)cc1 (centres undefined) | -2 | -7 | 0.1 | 1 | 7 | 2 | -3 | 4 | i | i
49 | O=C(NNC(=O)c1ccccc1O)c1cc2ccccc2o1 | -2 | 5 | -0.4 | -5 | -3 | -13 | 0 | 8 | i | i
50 | COC(=O)CC1=C(C(=O)OC)C(c2cccc(OCC(N)=O)c2)C(C#N)=C(N)O1 (centres undefined) | 4 | 2 | -1.0 | -8 | 3 | 0 | 1 | 1 | i | i
51 | O=C(CSc1nnc2ccccn12)c1ccc2c(c1)OCCO2 | 2 | -5 | -0.2 | -9 | -2 | -6 | -1 | -1 | i | i
52 | O=C(Oc1ccc(NC(=O)c2cc3c(cc2Br)OCO3)cc1)c1ccccc1 | -4 | 6 | -0.1 | 1 | 1 | -14 | 0 | 1 | i | i
53 | Cc1ccc(NC(=O)N2CCC(c3nc4c(nnn4Cc4cccc(Cl)c4)c(=O)[nH]3)CC2)cc1 | -11 | 14 | 3.5 | 1 | -4 | -9 | 3 | 5 | i | i
54 | CC(C)C(NS(=O)(=O)c1cccc2nsnc12)C(=O)N1CCn2c1nc1ccccc12 (centres undefined) | 6 | 1 | 0.1 | 3 | -3 | -12 | -2 | -36 | i | i
55 | Cc1ccc(C2=CSC3=NNC4(CCCCC4)NN23)cc1 | -2 | 10 | 1.1 | 9 | -4 | -9 | -1 | 2 | i | i
56 | COC(C[C@@H]1O[C@@H]1C(=O)COCc1ccccc1)OC | 3 | 0 | -3.5 | -4 | -2 | 6 | 3 | 0 | i | i
57 | O=C(NCc1ccco1)c1cc2sccc2n1Cc1ccc(F)cc1 | -2 | -1 | 0.5 | 7 | 2 | -13 | -2 | 3 | i | i
58 | CC1CCC(=NNC(=O)Cc2ccccc2)CC1 (centres undefined) | 0 | -2 | -1.0 | -4 | -14 | 3 | 0 | 1 | i | i
59 | Cc1ccn(-c2n[nH]c(C)c2[N+](=O)[O-])n1 | -1 | -1 | 1.0 | -2 | 2 | -3 | 0 | 4 | i | i
